SSB-PriA inh: inhibitors of Klebsiella pneumoniae PriA binding to SSB C-terminal tail. AlphaScreen SSBct-PriA binding, biotinylated peptide. inhibition, % at 33 µM. 430,000 compounds, 0.6% hits. AID 1272365; in the data active = inhibition mostly above about 37%, no sharp cut-off; inactive = mostly below about 20%;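 note: plate controls were negative control peptide for no effect and reference peptide for full effect; strong numbers were not always called active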
SARS 3CLpro inh: SARS-CoV 3CLpro protease inhibition. inhibition, % at 6 µM. P0C6X7. 290,000 compounds, 0.14% hits. recombinant SARS-CoV 3CLpro, quenched FRET peptide cleavage; in the data active = inhibition above about 12%
MazEF act: increases E. coli MazEF RNase cleavage of RNA. P0AE70. FAM/BHQ RNA-DNA oligo cleavage fluorescence, 5 h. activation, % at 20 µM. 350,000 compounds, 0.32% hits; in the data active = activation above about 50%
Y pestis TopoI: Y. pestis Topo-I inhibition via cleavage products. Y. pestis Topo-I cleavage product accumulation, plate reader. activity, % at 10 µM. 360,000 compounds, 0.064% hits; in the data active = activity above about 50%, passing the limit was not always enough; note: inactives centre near 2
Rv3671c inh: inhibits the M. tuberculosis serine protease Rv3671c; P9WHR9; 320,000 compounds, 0.048% hits; inhibition, % at 5.96 µM; AID 2606; in the data active = inhibition above about 38%;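 note: extracellular domain of Rv3671c used as enzyme; 0% = enzyme with DMSO and 100% = no enzyme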
VHR inh abs: blocks human VHR1 dual specificity phosphatase. P51452. recombinant VHR phosphatase, pNPP absorbance. inhibition, % at 13.3 µM. 290,000 compounds, 0.52% hits; in the data active = inhibition above about 50%; note: some compounds called inactive have numbers as strong as hits
Vc quorum ag: quorum light induction in luxS cqsA deficient V. cholerae. activation, % at 18.7 µM. V. cholerae BH1578 lux reporter, luminescence, 6 h. 350,000 compounds, 0.16% hits; in the data active = activation mostly above about 9.7%, no sharp cut-off; note: not every result past the cut was called active; inactives centre near 0; reference of the scale not given here
CCHFV vOTU inh: blocks the CCHF virus ovarian tumor domain protease; CCHFV vOTU protease, Pep-AMC fluorescence; 370,000 compounds, 0.55% hits; inhibition, % at 11.5 µM; AID 651958; in the data active = inhibition above about 30%; note: 0% = vehicle wells with enzyme and 100% = no enzyme wells
PrPC surface inh: inhibitors of human cell surface prion protein PrPC. TR-FRET read-out. inhibition, % at 13.8 µM. 370,000 compounds, 0.43% hits. AID 720596; in the data active = inhibition above about 24%; note: 0% = median of the test wells and 100% = reference compound wells
TcdB GH inh: TcdB glycohydrolase inhibition. TcdB glycohydrolase enzymatic assay, plate reader. inhibition, % at 9.99 µM. 350,000 compounds, 0.24% hits. AID 652162; in the data active = inhibition above about 10%
Target sequence (P18177 whole entry, looked up): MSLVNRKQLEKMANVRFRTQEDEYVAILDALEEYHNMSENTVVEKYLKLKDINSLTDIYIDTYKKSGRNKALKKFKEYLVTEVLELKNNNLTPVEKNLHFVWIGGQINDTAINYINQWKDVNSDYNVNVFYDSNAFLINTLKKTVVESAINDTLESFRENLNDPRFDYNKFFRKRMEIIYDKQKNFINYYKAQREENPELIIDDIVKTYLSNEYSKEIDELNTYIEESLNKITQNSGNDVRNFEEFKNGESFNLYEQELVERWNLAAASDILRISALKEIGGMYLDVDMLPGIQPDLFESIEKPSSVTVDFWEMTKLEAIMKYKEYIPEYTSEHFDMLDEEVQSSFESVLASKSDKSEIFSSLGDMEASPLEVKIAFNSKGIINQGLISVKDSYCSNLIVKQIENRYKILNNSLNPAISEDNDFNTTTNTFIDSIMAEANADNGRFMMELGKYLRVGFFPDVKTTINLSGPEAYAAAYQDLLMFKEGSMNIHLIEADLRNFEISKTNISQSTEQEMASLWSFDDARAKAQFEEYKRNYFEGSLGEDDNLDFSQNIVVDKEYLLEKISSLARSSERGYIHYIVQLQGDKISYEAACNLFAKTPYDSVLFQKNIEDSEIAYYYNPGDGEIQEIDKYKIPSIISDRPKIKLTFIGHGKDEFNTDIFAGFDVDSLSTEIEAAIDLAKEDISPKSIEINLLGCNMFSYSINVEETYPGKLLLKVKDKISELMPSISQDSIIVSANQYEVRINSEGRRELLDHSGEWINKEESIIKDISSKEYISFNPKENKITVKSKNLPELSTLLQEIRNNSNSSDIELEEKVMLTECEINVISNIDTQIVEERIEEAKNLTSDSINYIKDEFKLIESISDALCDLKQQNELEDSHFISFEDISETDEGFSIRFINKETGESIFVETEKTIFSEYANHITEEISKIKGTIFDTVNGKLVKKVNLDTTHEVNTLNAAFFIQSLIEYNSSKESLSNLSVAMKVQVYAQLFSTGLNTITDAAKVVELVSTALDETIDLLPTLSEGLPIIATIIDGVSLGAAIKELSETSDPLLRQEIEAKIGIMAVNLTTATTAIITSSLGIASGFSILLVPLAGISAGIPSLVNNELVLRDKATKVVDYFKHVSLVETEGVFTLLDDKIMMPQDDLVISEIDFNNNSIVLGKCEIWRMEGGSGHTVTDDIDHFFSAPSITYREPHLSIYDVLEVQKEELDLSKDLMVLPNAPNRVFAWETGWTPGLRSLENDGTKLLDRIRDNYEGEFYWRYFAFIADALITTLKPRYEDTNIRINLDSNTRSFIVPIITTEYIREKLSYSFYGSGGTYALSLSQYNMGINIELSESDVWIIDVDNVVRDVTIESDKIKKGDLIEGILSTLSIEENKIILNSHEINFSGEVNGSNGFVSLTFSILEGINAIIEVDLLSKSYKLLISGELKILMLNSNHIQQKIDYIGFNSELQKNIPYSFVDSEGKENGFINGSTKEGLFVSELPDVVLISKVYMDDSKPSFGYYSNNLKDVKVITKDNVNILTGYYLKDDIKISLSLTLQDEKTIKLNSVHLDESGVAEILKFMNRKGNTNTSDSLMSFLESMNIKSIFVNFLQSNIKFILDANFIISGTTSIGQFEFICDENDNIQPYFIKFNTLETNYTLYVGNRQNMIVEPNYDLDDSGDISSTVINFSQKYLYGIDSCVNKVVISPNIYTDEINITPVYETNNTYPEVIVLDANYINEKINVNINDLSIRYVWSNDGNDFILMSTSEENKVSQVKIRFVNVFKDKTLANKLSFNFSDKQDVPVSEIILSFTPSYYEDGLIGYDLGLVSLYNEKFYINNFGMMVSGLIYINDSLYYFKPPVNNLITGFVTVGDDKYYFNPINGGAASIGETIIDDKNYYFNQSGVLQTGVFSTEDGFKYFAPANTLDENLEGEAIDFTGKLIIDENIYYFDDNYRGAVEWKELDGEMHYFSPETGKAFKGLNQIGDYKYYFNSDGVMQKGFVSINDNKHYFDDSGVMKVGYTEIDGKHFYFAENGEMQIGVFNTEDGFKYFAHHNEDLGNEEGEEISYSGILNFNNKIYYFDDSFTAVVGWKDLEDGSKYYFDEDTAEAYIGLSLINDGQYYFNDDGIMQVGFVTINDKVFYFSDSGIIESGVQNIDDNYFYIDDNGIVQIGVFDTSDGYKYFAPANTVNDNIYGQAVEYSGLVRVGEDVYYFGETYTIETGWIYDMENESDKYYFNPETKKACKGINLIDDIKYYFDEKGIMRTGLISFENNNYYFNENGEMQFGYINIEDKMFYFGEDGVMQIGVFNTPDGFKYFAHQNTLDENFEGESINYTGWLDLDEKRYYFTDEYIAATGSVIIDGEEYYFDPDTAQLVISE
Starred values were filed as active, the others as inactive; i = inactive; . = no result given; & = joins results of further samples. A portion of the library, so the mix of outcomes need not match the whole.

SMILES,SSB-PriA inh,SARS 3CLpro inh,MazEF act,Y pestis TopoI,Rv3671c inh,VHR inh abs,Vc quorum ag,CCHFV vOTU inh,PrPC surface inh,TcdB GH inh
COc1ccc(NC(=O)CC(C)c2ccccc2)c([N+](=O)[O-])c1 (stereo unspecified),24,1,-1,-5,3,-7,-0.2,-9,-15,0.6
CC(C)c1ccc2[nH]c3nc(SCC(=O)N4CCOCC4)nnc3c2c1,-8,5,6,-2,2,8,i,-7,-5,0.6
Cc1ccc2[nH]c(=O)c(CN(Cc3ccco3)S(=O)(=O)c3c(C)ccc4nsnc34)cc2c1,9,5,-7,-7,0,-12,-5.0,-9,-11,0.1
Cc1ccc(/C=C/C(=O)c2ccc(N3CCOCC3)cc2)s1,-3,4,5,2,-2,3,1.9,3,5,-0.3
CCCNC(=O)c1cc(C2CCCN(C(=O)c3ccc(NC(C)=O)cc3)C2)on1 (stereo unspecified),.,.,.,-5,.,.,-0.4,2,1,0.0
Cn1nc(C(=O)NNC(=O)C2CSC3(C)CCC(=O)N23)c2ccccc2c1=O (stereo unspecified),9,.,-4,5,5,.,-0.3,-7,-4,2.5
CN(C)CCN(CC1CCCN(Cc2ccccc2F)C1)C(=O)c1ccc(F)cc1 (stereo unspecified),7,0,5,-8,4,29,i,-16,-3,0.3
C=CCn1c(C)cc(C(=O)CSc2nnc3c(Cl)cc(Cl)cn23)c1C,9,1,0,6,4,2,-0.3,0,-10,.
CS(=O)(=O)N1CCc2cc(S(=O)(=O)N3CCCCC3)ccc21,10,2,16,-10,2,28,i,6,0,1.0
COC(=O)[C@@]1(C)[C@H]2C(=O)N(C)C(=O)[C@H]2[C@H]2CN=C(SCc3ccccc3)N21,-3,.,2,0,.,.,2.0,-5,-2,1.6
Clc1ccccc1CNCC1CCCO1 (stereo unspecified),-8,-2,5,6,1,22,i,13,6,-2.6
S=C(Nc1ccc(Br)cc1Cl)N1CCC2(CC1)OCCO2,-12,-1,-6,-4,0,10,-0.6,-7,4,1.3
CCN(CC)S(=O)(=O)c1ccc(C(=O)NCc2nnc(SCC(=O)OC)n2C)cc1,-1,-1,1,-9,1,23,-2.2,-5,2,.
O=C(CSc1nc2scc(-c3ccccc3)c2c(=O)[nH]1)N1CCCCC1,-7,2,-14,41,-5,20,-0.8,3,11,-0.3
COc1ccc(OC)c(NC(=O)C(Sc2ccccc2)c2ccccc2)c1 (stereo unspecified),-21,-2,5,7,-4,10,i,10,0,.
COCCNC(=O)CN(C(=O)CCC(=O)Nc1cc(C)on1)c1ccccc1C,3,0,-3,2,8,-14,i,-3,2,.
Cc1ccccc1OCCCC(=O)Nc1ccc(S(=O)(=O)Nc2onc(C)c2C)cc1,-16,7,0,-1,0,-26,-0.2,17,3,-3.4
O=C(CNC(=O)c1cccs1)N/N=C/c1ccc(O)cc1O,.,-1,-16,1,7,21,-0.2,-3,2,-10.0
CNC(=S)N(CCCN(C)C)Cc1cc2cc3c(cc2[nH]c1=O)OCCO3,-20,-7,-1,0,4,14,-0.1,-30,-5,0.0
Cc1ccnc2c1ccc1c(C)ccnc12,98*,.,4,4,-31,.,-3.1,.,.,.
COc1cc(/C=N/NC(=O)c2ccncc2)ccc1OCC(=O)Nc1ccccc1,.,0,-27,1,-3,30,-0.3,7,4,0.0
O=C(NCC(=O)N(Cc1cccs1)C(C(=O)NC1CCCC1)c1ccco1)c1cccs1 (stereo unspecified),-1,-2,11,18,-7,32,.,5,-8,.
CN(C)S(=O)(=O)c1ccc(C(=O)Nc2ccccc2F)cc1,-10,3,6,7,-7,-29,0.2,.,.,1.5
Clc1ncc(CSc2ccccc2)s1,-1,3,1,-2,10,21,-0.5,0,10,0.7
CCc1c(C)c2ccc(O)c(CN(C)C)c2oc1=O,-7,-2,5,-10,2,4,i,-305,-3,.
COc1ccc(CN(C(=O)c2cc3ccccc3oc2=O)C2CCCCC2)cc1OC,7,-1,4,9,2,-18,-0.1,2,-5,.
CCOC(=O)N1CCN(C(=O)CSc2nc(-c3cccc(C)c3)ns2)CC1,-6&-4,-4,2,26,-1,36,i,-15,-2,.
COc1ccc(OC)c(S(=O)(=O)N2CCN(c3ccccn3)CC2)c1,2,3,-3,-2,2,17,i,-5,0,1.8
CC1CCCN(C(=O)COC(=O)Cc2ccc(Cl)cc2)C1 (stereo unspecified),-9,1,-20,-10,1,31,-0.1,8,5,-1.0
CC[C@H](C)Cc1cn([C@@H](CCCN=C(N)N)C(=O)NCCCCCCCCCCC(=O)N2CCNCC2)nn1,-7,.,17,-13,4,.,-0.4,5,2,0.4

Not a retest: entries from further up.
SMILES,SSB-PriA inh,SARS 3CLpro inh,MazEF act,Y pestis TopoI,Rv3671c inh,VHR inh abs,Vc quorum ag,CCHFV vOTU inh,PrPC surface inh,TcdB GH inh
COCCNC(=O)CN(C(=O)CCC(=O)Nc1cc(C)on1)c1ccccc1C,3,0,-3,2,8,-14,i,-3,2,.
Cc1ccccc1OCCCC(=O)Nc1ccc(S(=O)(=O)Nc2onc(C)c2C)cc1,-16,7,0,-1,0,-26,-0.2,17,3,-3.4
O=C(CNC(=O)c1cccs1)N/N=C/c1ccc(O)cc1O,.,-1,-16,1,7,21,-0.2,-3,2,-10.0
CNC(=S)N(CCCN(C)C)Cc1cc2cc3c(cc2[nH]c1=O)OCCO3,-20,-7,-1,0,4,14,-0.1,-30,-5,0.0
Cc1ccnc2c1ccc1c(C)ccnc12,98*,.,4,4,-31,.,-3.1,.,.,.

(continued)
SMILES,SSB-PriA inh,SARS 3CLpro inh,MazEF act,Y pestis TopoI,Rv3671c inh,VHR inh abs,Vc quorum ag,CCHFV vOTU inh,PrPC surface inh,TcdB GH inh
O=C(COC(=O)CNC(=O)c1ccc(Cl)cc1Cl)NC1CCCCCCC1,-20,.,4,-6,2,.,i,-1,0,2.8
CCC(C(=O)NCCCN1CCOCC1)n1c2ccccc2c2nc(=O)cc(C)n21 (stereo unspecified),2,2,15,0,1,-20,-0.1,4,1,0.7
CCS(=O)(=O)N1Cc2ccccc2CC1C(=O)OCC(=O)Nc1ccc(C)cc1 (stereo unspecified),2,6,-1,8,-8,-15,-0.8,1,5,.
CCOC(=O)N1CCN(C(=S)NC(=O)c2ccc(F)cc2)CC1,-18,-2,-19,.,7,44,.,-3,-1,1.5
Cc1nc2ncccn2c1-c1csc(Nc2cccc(C(=O)O)c2)n1,0,-5,-5,-3,2,6,-0.6,2,-2,2.4
CCN(C(=O)CSc1nc2ccccc2n1CC(C)C)c1c(N)n(Cc2ccccc2)c(=O)[nH]c1=O,-11,.,-5,-1,.,.,-2.7,9,4,-0.3
Cc1[nH]c(-c2ccc(F)cc2)cc1C(=O)N1CCN(c2ccc(Cl)cc2)CC1,-4,0,-5,11,.,2,-0.5,-13,3,0.4
CCS(=O)(=O)N1CCN(c2ccccc2)CC1,-5,-1,6,7,8,4,-0.6,0,-5,1.5
O=C(N/N=C/c1cccs1)c1cc(C2CC2)nc2ccccc12,.,1,6,-3,8,-2,0.2,-5,7,-0.5
Cc1cccc(NC(=O)c2cccc(S(=O)(=O)Nc3c(C)n(C)n(-c4ccccc4)c3=O)c2)c1,3,.,-8,13,.,.,i,13,-5,1.4
CCOC(=O)/C=C/C(=O)Nc1ccc(S(=O)(=O)Nc2c(C)cc(C)cc2C)cc1,-7,1,2,-5,-14,-5,i,4,4,1.0
CC(=O)Nc1ccc(S(=O)(=O)NC(=O)C23CC4CC(CC(C4)C2)C3)cc1,-6,4,1,8,0,-21,i,-1,-4,.
CC(=O)c1cccc(NC(=O)Cc2cccs2)c1,-10,-7,11,-1,-2,8,-1.5,2,9,.
CCn1c(C(O)c2ccc3c(c2)OCO3)nc2ccccc21 (stereo unspecified),-3,-1,6,-1,0,0,i,-2,-6,.
CCCCNS(=O)(=O)CCNCc1ccco1,3,.,1,3,.,.,-0.2,8,-4,0.6
O=C(NCc1ccncc1)C1COc2ccccc2O1 (stereo unspecified),-11,2,6,-5,1,32,-0.7,-1,-3,.
COc1ccc(CC(=O)NNC(=O)c2ccc(SCc3cc(F)ccc3F)c([N+](=O)[O-])c2)cc1,-6,3,-20,-9,-6,-3,i,-11,-4,0.4
Cc1nn(C)c(NC(=O)c2ccc(Cl)cc2)c1Cl,-11,0,3,-3,-1,6,-1.4,-5,-3,1.3
Clc1ccc(-c2cn3cc(Cl)ccc3n2)cc1,-3,3,9,4,-2,34,i,-1,6,-1.0
COc1ccc(C(CNC(=O)c2cccnc2SC)N2CCOCC2)cc1 (stereo unspecified),4,-4,-1,-7,3,4,i,-2,-4,-6.6
CCC(=O)c1cc2c(cc1NC(=O)C(C)C)OCCO2,-19,-2,-4,2,1,42,-3.4,7,-5,.
CC1=CCC(C(=O)N/N=C/c2cccs2)C(c2ccc(F)cc2)C1 (stereo unspecified),.,0,5,5,-10,-1,-0.2,-4,-3,.
CCOc1ccc(NC2=NC(C)(C)N=C(N)N2)cc1,-16,5,-7,-6,-7,8,3.1,1,-9,.
COc1ccc(C(=O)NC(=O)CSc2nc3nc(C)cc(C)n3n2)cc1,4,.,-1,6,6,.,i,1,-3,1.5
O=C(O)c1cc(NN=Nc2ccc(Br)cc2)cc([N+](=O)[O-])c1,1,0,-4,5,-1,-19,-0.7,8,-9,1.6
O=c1cc(-c2ccc(Br)cc2)[nH][nH]1,5,3,4,-18,-84,17,-0.4,-1,4,1.7
O=C(Nc1ccc(Br)cc1Cl)c1ccc2c(=O)n3c(nc2c1)CCC3,-10,.,-3,5,-6,.,-1.0,13,8,-1.8
O=C(Nc1nnc(C(F)(F)F)s1)c1ccc(N2C(=O)C3C4C=CC(C4)C3C2=O)cc1 (stereo unspecified),-10,0,-5,-8,-3,-19,i,-10,3,.
COc1ccc(OC)c(C(=O)c2c(C)oc3cc([N+](=O)[O-])c(O)c([N+](=O)[O-])c23)c1,1,3,-8,0,-1,-3,i,3,-20,-1.2
C/C(=N\OC(=O)c1ccccc1)c1c(C)nc2cc(C)ccn12,.,0,5,3,7,18,-1.4,-3,8,4.7
COc1ccc(OC)c(S(=O)(=O)N2CCC(C(=O)Nc3cccc(C)c3)CC2)c1,-11,-2,-5,3,-10,-7,i,-6,-2,0.2
COC(=O)c1cc(NC(=O)CN(C)Cc2ccccc2)cc(C(=O)OC)c1,-13,5,1,8,-6,6,-0.5,-48,0,1.4
Cc1ccccc1NC(=O)N1Cc2ccccc2-n2nncc2C1,.,.,9,1,.,.,i,-9,1,-0.5
Cn1ccnc1SCC(=O)Nc1cccc(S(=O)(=O)N2CCCCC2)c1,10,-1,-3,10,0,23,-0.3,-9,0,-1.6
CCCc1nnc(NC(=O)CCC(=O)N2CCC(C)CC2)s1,-2,-1,1,-1,-8,17,-2.9,11,3,-2.7
Cc1csc(NC(=O)c2cc3c(s2)-c2ccccc2OC3)n1,-42,7,4,-4,-15,-18,-0.2,-70,14,0.6
CCOC(=O)CSc1nnc([C@H](Cc2ccccc2)NC(=O)OC(C)(C)C)o1,-9,-2,-11,12,-8,-1,-0.4,4,0,.
CC1=C(C(N)=O)C(c2ccc3c(c2)OCO3)n2nc(-c3cccc(C)c3)nc2N1 (stereo unspecified),-6,0,8,3,-15,.,-0.4,10,4,.
CC1CCC(C(C)C)C(OC(=O)Cn2c(-c3ccc(F)cc3)[n+](C)c3ccccc32)C1 (stereo unspecified),-3,-1,32,28,6,28,-1.6,14,12,0.4
Cc1nc2ccc(S(=O)(=O)CCC(=O)NCCc3ccccc3)cc2s1,.,.,.,1,.,.,-0.3,1,-1,1.3
CC(C(=O)c1ccccc1)n1c(N2CCOCC2)nc2c1c(=O)n(C)c(=O)n2C (stereo unspecified),-12,6,5,-3,-7,2,-0.4,-1,3,.
